Myeloid diff 2 = myeloid differentiation induction | ER-HoxA9 myeloid progenitors, lysozyme-GFP differentiation, flow cytometry | calls only at 10 µM | 360,000 tested, 1% active | AID 624256;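 active = normalized GFP-positive differentiation at or above the plate's own cutoff, the solvent-only control mean plus 3 SD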;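 also: cells exposed to compound for four days before flow analysis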
ER stress rescue = rescue of cells from ER stress-induced death, primary screen, 384-well, CSM14.1, thapsigargin, ATP luminescence (AID 1222). 190,000 tested, under 10 active. one-dose cellular ATP content (survival), % at 20 µM; EC50 in µM for titrated hits. CSM14.1 thapsigargin-induced death rescue, ATP luminescence; higher % means a stronger effect;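 active = EC50 below 50 µM in the dose-response confirmation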;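 also: death triggered by thapsigargin at about 15 µM added after 2 h compound pretreatment; cell ATP read after overnight thapsigargin exposure of roughly 18 to 22 hours; normalized against plate controls of thapsigargin alone and 5% DMSO vehicle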
M17LAP inhibition = P. falciparum M17LAP inhibitors, primary screen, biochemical, fluorogenic H-Leu-NHMec substrate, 1536-well (AID 1619) | inhibition, % at 30 µM, or IC50 in µM where a hit was titrated | 220,000 tested, 0.38% active | recombinant M17LAP, H-Leu-NHMec fluorogenic kinetic assay; higher % means a stronger effect;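 active = compound inhibiting the enzyme by more than half at any dose during confirmatory dose-response retesting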;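 also: plate controls were full reaction with DMSO carrier for no effect and no enzyme background for full effect; strong numbers were not always called active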
P. falciparum M1AAP = P. falciparum M1AAP inhibitors, biochemical, fluorogenic H-Leu-NHMec substrate, 1536-well (AID 1445); 220,000 tested, 0.42% active; recombinant M1AAP, H-Leu-NHMec fluorogenic kinetic assay; higher % means a stronger effect; inhibition, % at 30 µM; hits with a dose series show IC50 in µM;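 active = primary inhibition above the hit cutoff, then over 50% inhibition at one or more dose response concentrations, cut at about 23% in these data, passing the limit was not always enough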;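 also: plate controls were DMSO full reaction for no effect and no enzyme background for full effect; strong numbers were not always called active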
PMI inhibition = human PMI inhibitors, high substrate, primary screen, biochemical, fluorescence intensity, high mannose 6-phosphate (AID 1220). recombinant PMI enzyme, coupled fluorescence intensity; higher % means a stronger effect. 190,000 tested, 0.66% active. inhibition, % at 20 µM; hits with a dose series show IC50 in µM
TNAP activators = human TNAP enzyme activators, primary screen, biochemical, luminescent, no phosphate acceptor, uHTS (AID 1001). purified TNAP, luminescent activation assay, no phosphate acceptor; higher activation fold means a stronger effect. one-dose activation fold at 20 µM; EC50 in µM for titrated hits. 200,000 tested, 0.03% active; in the data active = activation fold from about 3, or a potency from the dose series; inactive = the rest, 99 in 100 with activation fold below about 1.6; also: many of its hits are not listed in these tables
PMI inhibitors = inhibitors of human PMI, primary screen, biochemical, fluorescence intensity, coupled assay (AID 1209); purified PMI enzyme, coupled fluorescence intensity; higher % means a stronger effect; inhibition, % at 20 µM; hits with a dose series show IC50 in µM; 190,000 tested, 0.42% active;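 also: plate controls were DMSO vehicle for no effect and wells lacking substrate for full effect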
LYP phosphatase = inhibitors of LYP phosphatase, biochemical, fluorescence intensity, uHTS (AID 1779) | inhibition, % at 11.5 µM; hits with a dose series show IC50 in µM | recombinant LYP phosphatase, fluorescence intensity; higher % means a stronger effect | 290,000 tested, 0.054% active;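 also: plate controls were vehicle with enzyme for no effect and no enzyme for full effect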
XIAP displacement = small molecules displacing peptide from XIAP – biochemical, IAP family, fluorescence polarization (AID 1018) | XIAP BIR domain, fluorescence polarization peptide displacement; higher % means a stronger effect | one-dose displacement, % at 20 µM; IC50 in µM for titrated hits | 200,000 tested, 0.007% active; in the data active = displacement above about 50%; also: a part of the inactive calls stands beside numbers as strong as those of hits
Myeloid diff 2 GFP+ MAC1+ % = further read-out of Myeloid diff 2, marked with its call; GFP+ MAC1+ double positive, %; measured here: differentiation confirmed by MAC1 staining
* hit, by the source's call; i = inactive; nt = not tested or not shown; + = active, no number. Rule as the data show it, unless noted: active = inhibition above about 50%; inactive = the rest. Random draw from the library (roughly 2.7% active in at least one column).

SMILES	Myeloid diff 2	Myeloid diff 2 GFP+ MAC1+ %	ER stress rescue	M17LAP inhibition	P. falciparum M1AAP	PMI inhibition	TNAP activators	PMI inhibitors	LYP phosphatase	XIAP displacement
C(=C\c1nc(-c2ccncc2)no1)/c1ccccc1	i	0.6	-0.1%	-3%	3%	-1%	1	-2%	-7%	-2.7%
CC(C)CN1CCNC(=O)C1CC(=O)NCc1cnn(-c2cccc(F)c2)c1 (stereo not drawn)	i	0.1	0.5%	1%	11%	12%	1.1	-8%	-4%	0.5%
C=CCN(CC=C)S(=O)(=O)c1ccc(F)cc1	i	3.9	-1.0%	-7%	1%	4%	1.1	9%	-3%	-4.8%
O=C(Cc1ccccc1)Nc1ccc(Br)c(Cl)c1	i	0.5	-3.1%	-6%	-2%	-1%	1	-12%	-9%	-14%
COc1ccc(C2=NN(C(=O)CSc3ncccn3)C(c3ccc(OC)cc3)C2)cc1 (stereo not drawn)	i	0.5	3.5%	6%	1%	5%	1.4	18%	0%	-0.1%
NC(=O)Cn1c(=O)n(Cc2ccco2)c(=O)c2c3c(sc21)CCCCC3	i	0.7	1.8%	26%	16%	1%	1	0%	-3%	-3.4%
CC(C)Cn1c(N2CCN(C(=O)c3cccs3)CC2)nc2ccccc21	i	0.7	-0.6%	17%	9%	-2%	1.1	-8%	-10%	1.4%
CC1(C)CC(CCN)(Cc2ccccc2Cl)CCO1 (stereo not drawn)	i	0.5	nt	14%	-6%	nt	nt	nt	-5%	nt
CCSC1=N/C(=C\C=C2/Oc3ccccc3N2CC)C(=O)S1	+	11*	nt	10%	6%	nt	nt	nt	-4%	nt
CCNC(=O)NC(=O)C(C)OC(=O)c1ccc(-n2nc(SC)sc2=S)cc1 (stereo not drawn)	i	0.6	-0.8%	-2%	8%	4%	1.1	18%	3%	0.7%
O=C(c1ccc(Cl)cc1Cl)N1CCSCC1	i	0.6	nt	6%	3%	nt	nt	nt	-6%	nt
N=c1sc2ccccc2n1-c1ccccc1	i	4.0	nt	-1%	3%	6%	1.1	5%	2%	1.2%
CCOC(=O)CC1C(=O)NC2CCCCC2N1C(=O)Nc1ccc(Cl)cc1 (stereo not drawn)	i	1.3	2.2%	-10%	-1%	9%	1.1	14%	-5%	5.0%
COc1ccc(CNc2oc(COc3ccccc3)nc2C#N)cc1	i	2.1	12%	-3%	1%	0%	1.1	2%	2%	-6.7%
COCC(=O)n1nc(-c2ccc(C)cc2)nc1NCc1ccc(F)cc1	i	0.3	-0.9%	5%	-2%	1%	1	-2%	-2%	-7.0%
Cc1cc(C)n(CCNC(=O)c2cc(COc3c(F)cccc3F)on2)n1	i	0.4	1.0%	-3%	4%	6%	1	2%	4%	-3.4%
Cc1cc(C)c(Cn2cnc3ccccc32)c(C)c1	i	0.2	-0.3%	10%	2%	0%	0.9	-11%	0%	-8.7%
COC(=O)c1sccc1NC(=O)CSc1ccccc1NS(=O)(=O)c1ccc(Cl)cc1	i	0.6	-0.8%	2%	6%	6%	1.1	2%	-2%	2.1%
O=C(NCc1cccnc1)C1CC(c2ccc(F)cc2)=NO1 (stereo not drawn)	i	4.9	0.0%	-7%	1%	8%	1.1	7%	-4%	0.9%
COc1cccc(CC(NC(C)=O)C(=O)NC2CCN(S(=O)(=O)c3ccc(C)cc3)CC2)c1OC (stereo not drawn)	i	0.8	0.4%	-6%	2%	nt	1.1	nt	-8%	-4.3%

Compound profiles, as listed above. Screens in order: Myeloid diff 2, Myeloid diff 2 GFP+ MAC1+ %, ER stress rescue, M17LAP inhibition, P. falciparum M1AAP, PMI inhibition, TNAP activators, PMI inhibitors, LYP phosphatase, XIAP displacement
Cc1cc(C)c(Cn2cnc3ccccc32)c(C)c1 is listed as i, 0.2, -0.3%, 10%, 2%, 0%, 0.9, -11%, 0%, -8.7%
COc1cccc(CC(NC(C)=O)C(=O)NC2CCN(S(=O)(=O)c3ccc(C)cc3)CC2)c1OC (stereo not drawn) is listed as i, 0.8, 0.4%, -6%, 2%, nt, 1.1, nt, -8%, -4.3%
COC(=O)c1sccc1NC(=O)CSc1ccccc1NS(=O)(=O)c1ccc(Cl)cc1 is listed as i, 0.6, -0.8%, 2%, 6%, 6%, 1.1, 2%, -2%, 2.1%

More results follow.
SMILES	Myeloid diff 2	Myeloid diff 2 GFP+ MAC1+ %	ER stress rescue	M17LAP inhibition	P. falciparum M1AAP	PMI inhibition	TNAP activators	PMI inhibitors	LYP phosphatase	XIAP displacement
O=C(NCCCn1ccnc1)c1ccco1	i	2.9	-0.5%	8%	0%	3%	1.1	8%	-9%	-5.9%
O=C(Nc1cccc(Cl)c1)OCc1cnc(Cl)s1	i	1.4	-0.8%	-2%	1%	8%	0.9	8%	-5%	-7.0%
O=[N+]([O-])c1ccc2nc(-c3ccc(Cl)cc3)n(OCc3ccccc3)c2c1	i	1.0	-0.3%	1%	12%	-85%	1	-29%	-2%	-2.6%
O=C(Nc1ccc(Br)cc1)Nc1ccccc1Cl	i	0.4	nt	-3%	4%	nt	nt	nt	-2%	nt
CCNC(=S)Nc1ccc(Cl)cc1Cl	i	1.3	1.3%	-8%	7%	1%	1	0%	-9%	0.5%
CC(C)CNC(CC(=O)Nc1cccc([N+](=O)[O-])c1)C(=O)O (stereo not drawn)	i	0.3	-1.6%	14%	5%	7%	1.1	18%	-1%	-5.7%
CCOC(=O)N1CCN(C(=O)c2ccccc2Oc2ccccc2)CC1	i	0.6	-0.4%	9%	2%	-5%	1.1	6%	-10%	-3.7%
COc1cc(OC)cc(C(=O)Nc2ccccc2-c2nnn(CC(N)=O)n2)c1	i	0.3	1.1%	-3%	-3%	12%	1.1	9%	-42%	-4.1%
CC(Sc1nnc(-c2ccccc2)c(-c2ccccc2)n1)C(=O)Nc1ncc(Cl)cc1Cl (stereo not drawn)	i	0.7	12%	-1%	1%	2%	1	14%	-1%	2.0%
COc1cc(NS(=O)(=O)c2ccc(F)cc2)c(OC)cc1NC(C)=O	i	0.5	-0.1%	-4%	9%	32%	1.1	10%	-7%	-19%
CC1=CC(c2ccccc2)n2nc(NS(=O)(=O)c3ccc(C)cc3)nc2N1 (stereo not drawn)	i	1.2	-2.8%	-223%	9%	0%	1.1	4%	-15%	-9.6%
O=C(Nc1ccccc1N1CCN(C(=O)c2ccccc2)CC1)c1ccc(Cl)cc1	i	1.2	0.1%	1%	2%	12%	1	11%	-5%	-2.2%
O=C(CCCC(=O)N(CC(=O)NC1CCCC1)Cc1ccccc1Cl)Nc1ccccn1	i	0.8	-0.2%	-9%	-7%	-11%	1.1	-4%	-10%	2.6%
CCOc1ccc(CNC(=O)CCn2c(=O)oc3ccccc32)cc1OC	i	0.8	1.3%	5%	8%	2%	1.1	3%	-4%	-3.0%
Cc1ccc(P(=Nc2ccccc2)(N2CCOCC2)N2CCOCC2)o1	i	5.9	3.9%	19%	0%	2%	1.1	17%	-8%	-3.7%
C#CCOCCOCCOCCNc1nc(N2CCN(C(=O)C(CCC(=O)O)n3cc(C(N)CC(C)C)nn3)CC2)nc(N2CCN(C(=O)C(Cc3cc4ccccc4[nH]3)n3cc(C(N)Cc4ccc(O)cc4)nn3)CC2)n1 (stereo not drawn)	i	0.4	-1.6%	2%	4%	-2%	1.2	-4%	-8%	-7.3%
Cc1onc(-c2ccccc2Cl)c1C(=O)OCC(=O)c1ccc2c(c1)OCCO2	i	0.6	-1.2%	2%	-11%	-4%	1.1	-3%	-4%	-4.9%
CC(=O)c1ccc(-c2ccc([C@H]3[C@@H]4C=CCC[C@@]4(C)C(=O)N3Cc3ccccc3)c(F)c2)cc1	i	0.8	nt	-1%	-1%	nt	nt	nt	5%	nt
CCOC(=O)Nc1cccc(OCC(=O)Nc2ccccc2OCC)c1	i	0.6	-3.1%	13%	-3%	-1%	1.1	-3%	-6%	-3.7%
CC1=C(C(=O)Nc2cccnc2)C(c2ccc(C(C)C)cc2)n2ncnc2N1 (stereo not drawn)	i	0.9	-2.4%	10%	2%	2%	1.1	-4%	-4%	-12%
CC(C)(C)[C@@H]1C=C(C(=O)O)O[C@H](OCc2ccc(CO)cc2)C1	i	1.0	0.2%	7%	-1%	-3%	1.1	9%	-4%	-4.1%
CC(=O)Nc1ccc(S(=O)(=O)Nc2ccc3c(c2)OCCO3)cc1	i	0.9	1.6%	-9%	1%	3%	1.1	0%	-6%	-2.2%
Fc1ccc(C2CCCN2Cc2nc(-c3cnccn3)no2)cc1 (stereo not drawn)	i	0.0	0.9%	nt	nt	3%	1.1	2%	4%	-2.5%
O=C(COC(=O)CCc1nc2ccccc2s1)Nc1ccc(Cl)cn1	i	0.3	-1.6%	-1%	2%	7%	1	12%	2%	-7.2%
CCCc1c(C)[nH]c2ccc(C(=O)O)cc2c1=S	i	0.3	nt	5%	9%	nt	nt	nt	-10%	nt
COc1ccccc1N(Cc1ccccc1)S(=O)(=O)c1cc(C(=O)O)ccc1Cl	i	0.3	0.2%	9%	17%	5%	1	-2%	3%	-6.2%
Cc1ccc(O)c(C(=O)c2cnc3c(c2)COc2ccccc2-3)c1	+	1.1*	1.0%	18%	3%	1%	1	2%	-4%	-6.3%
Cn1c(NC(=O)Cc2ccc(F)cc2)cc(=O)n(C)c1=O	i	2.2	-2.1%	-12%	7%	-21%	1.1	-12%	-2%	-4.0%
COc1ccc2c(CC(=O)OCC(=O)Nc3sc4c(c3C#N)CCC(C)C4)coc2c1 (stereo not drawn)	i	0.7	-2.7%	1%	0%	5%	1.2	11%	-5%	-1.8%
Cc1ccccc1NC(=O)C(C)c1cccc(C(=O)c2ccccc2)c1 (stereo not drawn)	i	6.2	4.4%	-10%	2%	12%	1	5%	1%	-1.4%
CC1CN(c2snnc2C=C2C(=O)OC(C)(C)OC2=O)CC(C)O1 (stereo not drawn)	i	0.5	-1.4%	20%	5%	-5%	1.1	-22%	-1%	-2.2%
Cc1ccc(C(=O)c2cn(-c3ccc(F)c(Cl)c3)nn2)cc1	i	0.9	-1.8%	-6%	-2%	2%	1	1%	-1%	-6.2%
O=C(NCCN1C(=O)S/C(=C\c2cccs2)C1=O)c1ccc(=O)[nH]c1	nt	nt	-2.2%	6%	8%	-2%	0.9	-11%	-9%	-12%
CC[n+]1c(/C=C/c2ccc(N(C)C)cc2)ccc2ccccc21	nt	nt	-5.2%	110µM*	17%	-4%	0.4	31%	0%	-0.8%
CCOC(=O)Cc1c(Cl)c2ccccc2[nH]c1=O	i	0.1	-0.6%	-10%	7%	7%	1.1	-1%	-3%	-0.3%
CC#CCN1c2ccccc2[C@]23C[C@@H](C(=O)OC)N(C(=O)OCC)C2=NC(C(=O)OC)=C(C(=O)OC)[C@H]13	i	3.2	nt	0%	-3%	nt	nt	nt	-5%	nt
O=C(Nc1ccccc1)c1ccc[nH]1	i	0.3	1.4%	6%	2%	-10%	1.1	-13%	-14%	-2.1%
CCNc1nc(NCC)nc(N/N=C/c2ccc([N+](=O)[O-])o2)n1	i	1.6	-4.0%	19%	4%	-47%	0.9	-19%	-8%	-1.9%
CCOc1ccc(N2CC(C(=O)Nc3cccc(C)c3C)CC2=O)cc1 (stereo not drawn)	i	0.8	0.4%	-9%	0%	-11%	1	-15%	-7%	-6.1%
Clc1ccc(-c2nc3ccccc3[nH]2)cn1	i	0.1	nt	-5%	-1%	nt	nt	nt	-2%	nt

High-throughput results: PubChem, several laboratories
